ATXN2 expr inh – inhibitors of ATXN2 expression; Potency, µM (top dose mostly 57 µM), for the others: at the top dose activity change, negative = inhibition, hits mostly inhibitors; AID 1745845; HEK-293 ATXN2-luciferase reporter, luminescence, 24 h; hit rate 0.72% among 360,000; also: potency is read from the fitted curve at half-maximal effect; % is scaled to controls: 0 for no effect and ±100 for the full control effect; nearly all actives have a fitted effect of over 55% in size
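ATXN2-luciferase reporter cells (luciferase flanked by upstream and downstream ATXN2 gene portions) were treated 24 h at 37 °C with compounds at up to 57 uM. SteadyGlo luminescence gave expression; GF-AFC fluorescence gave viability.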
WRN inhibitor – WRN helicase (human) inhibition | Q14191 | WRN helicase unwinding, fluorescent forked duplex, kinetic | Potency, µM (doses to about 114 µM), inactives show top-dose activity change, negative = inhibition, hits mostly inhibitors | hit rate 0.46% among 360,000 | AID 651768; also: potency is read from the fitted curve at half-maximal effect; % is scaled to controls: 0 for no effect and ±100 for the full control effect; nearly all actives have a fitted effect of over 55% in size
Target sequence (Q14191 whole entry, looked up): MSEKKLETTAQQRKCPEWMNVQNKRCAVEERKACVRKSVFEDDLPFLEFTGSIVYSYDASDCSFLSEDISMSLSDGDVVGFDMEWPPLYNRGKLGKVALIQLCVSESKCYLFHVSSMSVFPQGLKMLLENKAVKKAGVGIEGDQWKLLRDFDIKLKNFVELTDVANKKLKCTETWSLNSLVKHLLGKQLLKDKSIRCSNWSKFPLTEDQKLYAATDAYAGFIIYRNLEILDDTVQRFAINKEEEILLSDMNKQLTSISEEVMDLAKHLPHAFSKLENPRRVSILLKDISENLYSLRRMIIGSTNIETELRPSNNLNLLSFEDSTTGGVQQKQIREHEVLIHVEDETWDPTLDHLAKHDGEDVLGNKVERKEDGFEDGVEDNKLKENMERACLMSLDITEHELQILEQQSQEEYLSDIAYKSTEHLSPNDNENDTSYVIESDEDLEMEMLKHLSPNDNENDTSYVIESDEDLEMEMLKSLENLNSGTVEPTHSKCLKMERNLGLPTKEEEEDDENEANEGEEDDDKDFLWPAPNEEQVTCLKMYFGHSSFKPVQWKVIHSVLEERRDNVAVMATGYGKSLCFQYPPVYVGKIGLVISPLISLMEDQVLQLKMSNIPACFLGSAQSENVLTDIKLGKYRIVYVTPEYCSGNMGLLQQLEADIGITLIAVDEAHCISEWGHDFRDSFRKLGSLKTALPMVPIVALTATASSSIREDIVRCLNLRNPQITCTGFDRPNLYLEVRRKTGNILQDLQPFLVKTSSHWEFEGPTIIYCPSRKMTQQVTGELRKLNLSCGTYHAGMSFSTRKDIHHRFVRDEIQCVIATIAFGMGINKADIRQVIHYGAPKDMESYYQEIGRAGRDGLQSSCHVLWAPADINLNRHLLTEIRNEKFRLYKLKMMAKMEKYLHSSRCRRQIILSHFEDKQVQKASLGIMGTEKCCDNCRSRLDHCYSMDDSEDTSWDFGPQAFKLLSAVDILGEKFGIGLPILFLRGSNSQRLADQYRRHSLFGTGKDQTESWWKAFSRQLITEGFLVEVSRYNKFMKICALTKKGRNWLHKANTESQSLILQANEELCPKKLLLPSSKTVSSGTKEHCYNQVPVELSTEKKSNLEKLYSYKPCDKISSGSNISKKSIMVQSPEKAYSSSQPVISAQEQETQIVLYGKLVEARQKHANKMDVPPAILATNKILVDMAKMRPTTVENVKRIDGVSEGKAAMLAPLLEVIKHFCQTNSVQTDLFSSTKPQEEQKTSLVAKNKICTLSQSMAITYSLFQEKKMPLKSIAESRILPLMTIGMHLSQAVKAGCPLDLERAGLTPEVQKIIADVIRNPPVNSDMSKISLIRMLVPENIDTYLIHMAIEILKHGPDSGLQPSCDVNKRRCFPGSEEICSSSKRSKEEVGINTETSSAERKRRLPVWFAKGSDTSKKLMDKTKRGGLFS
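Kinetic fluorescence helicase assay: unwinding of a quenched forked DNA duplex (100 nM final) with 2 mM ATP final raises red fluorescence (525/598 nm). Compounds sat 15 min at room temperature with 20 nM WRN beforehand.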
HT1080 IDH1KD tx – toxicity to HT-1080 IDH1 knockdown cells (counter line); Potency, µM (highest dose often 46.1 µM), for the others: at the highest dose activity, negative = toxicity, actives largely listed as cytotoxic; hit rate 2% among 360,000; HT-1080 IDH1 knockdown viability, ATP luminescence, 48 h; AID 686971;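 also: potency is read from the fitted curve at half-maximal effect; 0% = DMSO wells and -100% = cell-free medium wells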
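Using the IDH1-knockdown HT-1080 line run in the same batch and compound series as the NT line, viability after 48 h at 37 °C was determined by CellTiter-Glo luminescence and expressed as % activity.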
HT1080NT lethal – kills 2HG-producing HT-1080-NT fibrosarcoma cells; HT-1080-NT fibrosarcoma viability, CellTiter-Glo ATP luminescence, 48 h; Potency, µM (highest dose often 46.1 µM), without a hit: top-dose activity, negative = less viability, most hits filed as cytotoxic; hit rate 1.6% among 360,000; AID 686970;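 also: NT is the 2HG producing partner of a matched IDH1 knockdown line; potency is read from the fitted curve at half-maximal effect; 0% = DMSO-treated cells and -100% = media-only wells without cells; nearly all actives have a fitted effect of over 55% in size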
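Read-out is CellTiter-Glo luminescence after 10 minutes at room temperature, following 48 hours' compound treatment of HT-1080-NT cells (750 cells/well, RPMI, 5% FBS, 37 degrees C).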
MCF10A rereplic – inducers of DNA re-replication in MCF 10A breast cells | MCF 10A DNA re-replication, Hoechst nuclear intensity, 48 h | Potency, µM (highest dose often 46.1 µM), inactives show at the top dose activity, positive = re-replication, hits mostly activators | hit rate 2.9% among 350,000 | AID 624296; also: potency is read from the fitted curve at half-maximal effect; % of control where 0% means no effect; nearly all actives have a fitted effect of over 50% in size
IL1B secr inh – inflammasome signaling inhibition, IL-1 beta readout | hit rate 4.7% among 360,000 | THP-1 LPS/ATP IL-1B secretion, AlphaLISA, 16 h; hits give low values | AID 743279 | activity change, % at 57.5 µM; in the data active = activity change below about -50%; inconclusive = mostly about -30% to -49%; also: % is scaled to controls: 0 for no effect and ±100 for the full control effect
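Secreted IL-1B measured by AlphaLISA bead assay after 16 h compound exposure of THP-1 cells; compounds (final up to 57.5 uM) added 1 h before LPS (250 ng/mL) and ATP (1.25 mM) stimulation; lower signal means less secretion.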
KB-3-1 tox – KB-3-1 parental cell cytotoxicity; hit rate 1.4% among 400,000; Potency, µM (series often up to 46.1 µM), for the others: at the highest dose activity change, negative = cytotoxic, actives largely listed as cytotoxic; AID 1347075; KB-3-1 viability, CellTiter-Glo ATP luminescence, 72 h; also: potency is read from the fitted curve at half-maximal effect; % is scaled to controls: 0 for no effect and ±100 for the full control effect; nearly all actives have a fitted effect of over 60% in size
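Parental KB-3-1 adenocarcinoma cells in phenol-red-free DMEM with 10% FBS were pin-treated with compounds at several concentrations, incubated 72 h at 37 °C, and viability read by CellTiter-Glo luminescence; concentration-effect curves were fitted after normalization.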
SW480 rereplic – induces DNA re-replication in SW480 colon adenocarcinoma cells; SW480 DNA re-replication, Hoechst DNA content imaging, 48 h; Potency, µM (top dose mostly 46.1 µM), inactives show top-dose re-replication activation, most hits filed as activators; hit rate 1.8% among 340,000; AID 624297; also: potency is read from the fitted curve at half-maximal effect; % of control where 0% means no effect; nearly all actives have a fitted effect of over 55% in size
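Hoechst fluorescence of nuclei (405 nm excitation, 500-530 nm emission) measured by plate-scanning imager after 48 hr compound exposure at 37 C; re-replication scored as increased number of nuclei with elevated intensity.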
KB-V1 MDR tox – kills drug-selected multidrug resistant KB-V1 cells; Potency, µM (top dose mostly 46.1 µM), inactives show at the top dose activity change, negative = cytotoxicity, usual class: cytotoxic; KB-V1 MDR cells viability, CellTiter-Glo, 72 h; AID 1347076; hit rate 3.4% among 400,000; also: potency is read from the fitted curve at half-maximal effect; % is scaled to controls: 0 for no effect and ±100 for the full control effect; nearly all actives have a fitted effect of over 60% in size
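Drug-selected KB-V1 cells, grown in DMEM lacking phenol red with 10% FBS, receive compound titrations; after three days at 37 degrees C, surviving cell ATP is quantified by CellTiter-Glo luminescence and responses normalized and curve-fitted.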
The depositor's hits bear a star; i = inactive; ? = inconclusive; . = not tested or not shown; [ ] = another dose, or the depositor's remark. Unless noted, calls follow the shape of the dose curve; as a rule, active = well fitted curve in the direction sought with a large enough effect; inconclusive = small, poorly fitted or top-dose-only effect, or another doubt; inactive = no such curve, though single readings can be large; an effect the other way counts as inactive or inconclusive. The order is random; 12% or so of the library scored in one or more.

Each structure is followed by: ATXN2 expr inh	WRN inhibitor	HT1080 IDH1KD tx	HT1080NT lethal	MCF10A rereplic	IL1B secr inh	KB-3-1 tox	SW480 rereplic	KB-V1 MDR tox
CN(CC(=O)Nc1cccc(F)c1)C(=O)C1CSC2(C)CCC(=O)N12 (configuration not stated)
 : -16%	9%	-4%	-3%	-1%	3	-16%	8%	-4%
O=C(O)C1C2CCC(O2)C1C(=O)Nc1ccc(F)cc1 (configuration not stated)
 : -8%[11.3 µM]	-10%	-25%	-23%	?	94	1%	-9%	-18%
CCCn1nc(C(=O)NNC(=O)CCCOc2ccc(OC)cc2)c2ccccc2c1=O
 : -14%	3%	-2%	-7%	-3%	0	-17%	-6%	?
COc1ccc(-c2cc(-c3ccc(OC)c(OC)c3)n[nH]2)c(O)c1
 : 127%[activator]	-27%	?	-5%	?	-7	?	1%	2.6µM*
COc1ccc(CCNC(=O)C(=O)c2c(C)[nH]c3ccccc23)cc1
 : .	1%	0%	6%	-5%	4	0%	-1%	17%
Cc1ccc2c(c1)N(CCCC(=O)NCC1COc3ccccc3O1)C(=O)CO2 (configuration not stated)
 : -3%	7%	6%	2%	3%	-10	1%	-2%	0%
c1ccc(CN(Cc2ccccc2)c2nn[nH]n2)cc1
 : 7%	-1%	9%	3%	?	-11	-3%	?	4%
O=C(NCC1CCCO1)C1CCCN1C(=O)Nc1ccc(Cl)cc1 (configuration not stated)
 : .	5%	0%	2%	0%	9	7%	3%	0%
Cc1cc(Br)ccc1OCCCCNCCO
 : -25%	9%	-21%	-15%	7%	-30	6%	-1%	7%
Cc1cc(Cl)ccc1OCC(=O)N/N=C1\CCCc2ccccc21
 : -8%	2%	1%	8%	?	-7	3%	-9%	2%
CCOC(=O)CC1(c2ccc(OC)c(OC)c2)C(=O)c2ccccc2C1=O
 : -3%	-2%	-7%	6%	?	.	15%	-23%	?
O=C(COC(=O)Cc1ccc(F)cc1)Nc1ccc(Cl)cn1
 : .	-2%	8%	5%	3%	3	1%	-2%	11%
CC1(C)CC(=O)c2cnc(NC(=O)Cc3ccc(Cl)cc3)nc2C1
 : 1%	18%	30%	18%	-7%	18	10%	13%	18%
Cc1cccc(-c2c3c(=O)n(C)c(=O)n(C)c3c3nnc4ccccc4n23)c1
 : -18%	-4%	11%	10%	0%	12	1%	3%	?
Nc1c(C(=O)c2ccc(Br)s2)oc2ccccc12
 : 78%[activator]	1%	-2%	-22%	?	2	-1%	?	9%
Cc1ccc(S(=O)(=O)N2CCC(=O)c3ccccc32)cc1
 : .	3%	-1%	-7%	.	-1	2%	.	0%
CC(=O)c1ccc(NC(=S)NC(C)CCc2ccccc2)cc1 (configuration not stated)
 : 7%	-6%	3%	-4%	7%	-19	-4%	i[1.84 µM]	2%
Cc1ccc(OCC(=O)N(Cc2cccs2)C2CCS(=O)(=O)C2)cc1C (configuration not stated)
 : ?	3%	1%	-2%	-7%	-10	-3%	-8%	0%
COc1ccc2oc(C(F)(F)C(F)(F)F)cc(=O)c2c1
 : 4%	-11%	3%	0%	-2%	7	26%	2%	24%
Cc1ccc(NC(=O)CN(C)C(=O)Cc2c(Cl)cccc2Cl)cc1
 : -2%	-3%[57.1 µM]	1%	-14%	?	1	-16%	-10%	0%
Cc1ccc2nc3n(c(=O)c2c1)-c1ncccc1C(=O)NC3Cc1ccc(O)cc1 (configuration not stated)
 : 6%	12%	-8%	-7%	.	-8	7%	.	-6%
O=C(COc1coc(CN2CCN(c3ccccc3)CC2)cc1=O)Nc1ccccc1F
 : -15%	-10%	0%	-3%	5%	4	3%	-4%	-7%
Fc1cccc(/C=N/NC(=S)Nc2ccccc2Cl)c1
 : 51%[activator]	-11%	?	?	6%	-20	0%	.	-22%
Cc1ccc(NC(=O)C(=Cc2ccc(C(=O)O)cc2)C(=O)Nc2ccc(C)cc2C)c(C)c1
 : .	?	12µM*	15µM*	2.6µM*	-100*	?	18µM*	?
COC(=O)c1ccc(NC(=O)Nc2cccc(F)c2)cc1
 : 3%	2%	?	?	?	-92*	0%	?	-15%
CCC(C)c1ccccc1NC(=O)C(C)OC(=O)c1ccco1 (configuration not stated)
 : -8%	-3%	-2%	2%	-2%	12	6%	-6%	15%
CCOC(=O)C1CCCN(C(=O)C(=O)Nc2ccc3nc4n(c(=O)c3c2)CCCCC4)C1 (configuration not stated)
 : -16%	11%	-3%	-7%	3%	-1	0%	-1%	0%
Cc1ccc(C(=O)Nc2ccc3c(c2)OCO3)cc1S(=O)(=O)N1CCCC1
 : 19%	-29%	-16%	-3%	3%	-3	-27%	-5%	?
CCC(c1nc2ccccc2c(=O)n1CCCn1ccnc1)N1C(=O)c2ccccc2C1=O (configuration not stated)
 : -1%	-2%[57.1 µM]	-10%[9.24 µM]	-12%	-2%	-15	-3%	17%	-19%
CNc1nnc(-c2ccc(C)cc2)c2ccccc12
 : -4%	-23%	-9%	-10%	?	29	-21%	?	?
Cc1ccc(/C=C2\S/C(=N/S(=O)(=O)c3cccs3)NC2=O)cc1
 : .	50µM*	0%	22%	0%	22	0%	-35%	-8%
CCN(CC(=O)NC(C)(C)C)C(=O)C(c1ccccc1)c1ccccc1
 : .	-4%	9%	1%	-2%	0	0%	-12%	-15%
O=C(COC(=O)c1c(F)cccc1Cl)NC(=O)Nc1ccc2c(c1)OCCO2
 : .	16%	-8%	-1%	-2%	-19	13%	1%	?
CSc1ccc(C(O)c2ncc(-c3cccc(OCc4ccccc4)c3)[nH]2)cc1 (configuration not stated)
 : -19%	-12%	?	?	.	-15	0%	.	4%
COC(=O)c1ccc(SCC(=O)NC2CCCC2)c([N+](=O)[O-])c1
 : -8%	5%	9%	3%	?	19	2%	-3%	12%
CC1(C)CC(=O)C(CS(=O)(=O)c2ccccc2)=C(Cl)C1
 : -1%	6%	3%	-1%	-9%	-19	-20%	?	14%
CCCN(CCC)C1=CC(=[N+]2CCCC2)CC(C)(C)C1
 : ?	-9%	2.3µM*	2.1µM*	-1%	?	2.6µM*	-4%	0%
O=C(Nc1nc(-c2cccs2)cs1)c1ccc(S(=O)(=O)N2CCCCC2)cc1
 : -26%	-10%	-18%	?	17%	?	-10%	-16%	?
NC1=C(c2ccc([N+](=O)[O-])cc2)C(=O)CO1
 : .	1%	-2%	-2%	3%	10	2%	3%	6%
Cc1cccc(-n2c(=O)c(C#N)cc3c(=O)n4ccccc4nc32)c1
 : -6%	-7%	12%	8%	?	-13	18%	16µM*	-1%
COc1ccc(S(=O)(=O)N2CCN(C/C=C/c3ccccc3)CC2)cc1F
 : -21%	-3%	-3%	-8%	2%	-65*	-1%	-3%	-2%
COc1ccc(S(=O)(=O)/C(C#N)=C/Nc2ccccc2F)cc1
 : .	-5%	9%	-5%	-3%	3	7%	-57%[inhibitor]	15%
Cc1ccc(OCc2nc(C#N)c(NCc3ccc4c(c3)OCO4)o2)cc1
 : -1%	-10%	-1%	-15%	?	-64*	?	1%	-31%
C=CCN(C(=O)c1cccc(C(F)(F)F)c1)C1(C(=O)Nc2ccccc2)CCN(C(C)C)CC1
 : ?	-21%	-13%	-5%	7%	-11	15%	3%	-18%
Cc1cccc(N2CCN(C(=O)C3CC(=O)N(c4ccc5c(c4)OCCO5)C3)CC2C)c1 (configuration not stated)
 : ?	-2%	?	?	?	13	?	?	?
CCOC(=O)Cc1csc(NC(=O)C2C3C=CC(C3)C2C(=O)O)n1 (configuration not stated)
 : -11%	-3%	17%	14%	-2%	35	1%	3%	?
O=C(NC1CCCCC1)NC1CC2CCCC(C1)N2C1CCCC1 (configuration not stated)
 : 0%	4%	-6%	-13%	-2%	?	-5%	3%	-17%
CC(=O)Nc1cccc(-c2ccnc3c2CC(C)(C(=O)NCc2ccc(N(C)C)cc2)O3)c1 (configuration not stated)
 : -15%	-3%	5.2µM*	?	.	9	10µM*	.	?
CS(=O)(=O)c1ccc(-c2nnn(CC(=O)Nc3ccc4c(c3)OCCO4)n2)cc1
 : -25%	-9%	12%	3%	-3%	-15	7%	-4%	-1%
Clc1cccc(Cc2c(C3CCCCC3)nc3ccc(Cl)cn23)c1
 : -11%	-13%	?	?	.	5	-28%	.	11%
CC1(C)CC[C@]2(C(=O)O)CC[C@]3(C)C(=CCC4[C@@]5(C)CC[C@H](O)C(C)(C)C5CC[C@]43C)C2C1 (some centres not stated)
 : 7%	-3%[11.6 µM]	2%	-9%	1%	35	-17%	14%	3%
Cc1ccc(-c2nc3ncccn3c2NC(=O)C2CC2)cc1
 : -3%	15%	-2%	-3%	2%	8	4%	-7%	17%
Cc1ccccc1N=C(NO)c1nonc1N
 : 7%	-30%	1%	0%	-7%	0	0%	3%	-6%
O=C(NC1CCN(S(=O)(=O)c2cccc(Cl)c2)CC1)C1CCCCC1
 : 9%	7%	19%	16%	0%	1	2%	2%	?
O=C(NCc1ccccc1)C1(C(F)(F)F)CC(CCCO)CCCO1 (configuration not stated)
 : 6%	-4%	11%	13%	5%	-2	0%	22%	-13%
CCOC(=O)c1sc2ncnc(N3CCN(C)CC3)c2c1C
 : .	7%	-4%	-2%	0%	?	-4%	16%	?
COc1ccccc1C(=O)NCc1ccccn1
 : .	2%	-1%	1%	-2%	-7	1%	-96%	0%
Cc1ccc(S(=O)(=O)N(C)C)cc1NC(=O)CN1C(=O)NC(Cc2ccccc2)C1=O (configuration not stated)
 : -2%	?	0%	6%	-1%	-10	0%	-3%	3%
